procasp7 counter: counter-screen: procaspase-7 (human) activation | AID 463210 | P55210 | hit rate 0.093% among 330,000 | activation, % at 8.5 µM | recombinant procaspase-7, Ac-DEVD-pNA absorbance 405 nm; D23A/D198A/D206A triple mutant, cannot self-cleave; scale: DMSO 0, 5 µM enzyme 100;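 active = percent activation above the screen-wide mean plus 3 SD, cut at about 25% in these data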
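Detection: p-Nitroaniline absorbance at 405 nm, read at 0 and 120 min; system: Uncleavable procaspase-7 mutant enzyme; evaluation: % activation from two-timepoint absorbance difference, scaled to controls; times: 1 h enzyme–compound preincubation and 2 h substrate reaction, both 25 °C; buffer or medium: Zinc-free HEPES pH 7.4 with 300 mM NaCl, 0.01% Triton X-100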
CTSL1 counter: cathepsin L1 inhibition, PFM18AAP counter-screen; inhibition, % at 5.96 µM; hit rate 0.49% among 300,000; recombinant F. hepatica cathepsin L1, Z-Leu-Arg-MCA fluorescence;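 active = inhibition above the mean of all tested compounds plus 3 SD, set per screening campaign, cut at about 17% in these data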;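 also: 0% = plate median of test compound wells and 100% = 1 µM Z-Phe-Ala-diazomethylketone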
PP5 primary: PP5 (human) phosphatase inhibition. purified PP5c, OMFP substrate fluorescence. hit rate 0.18% among 320,000. inhibition, % at 6.7 µM;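 active = inhibition above the campaign's mean inhibition across all tested compounds plus 3 SD, cut at about 9.5% in these data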;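 also: 0% = DMSO only and 100% = 100 µM cantharidin control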
PAFAH2 FP inh: PAFAH2 (human) inhibition. recombinant PAFAH2, FP-rhodamine activity probe, fluorescence polarization. hit rate 0.99% among 340,000. Q99487. AID 492956. inhibition, % at 3.39 µM;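 active = inhibition above the mean over all tested compounds plus 3 SD, cut at about 30% in these data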;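 also: inhibitors block probe labeling of enzyme so polarization drops; 0% = enzyme with DMSO and 100% = wells lacking PAFAH2 protein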
HCV core dimer: blocks dimerization of HCV core protein. TR-FRET GST/Flag-core106 dimerization, 1536-well. inhibition, % at 5 µM. hit rate 0.33% among 300,000;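 active = inhibition above the mean of all tested compounds plus 3 SD, set per screening campaign, cut at about 45% in these data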
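test system = GST/Flag-tagged HCV core106 proteins | probe or stimulus = Eu donor and XL665 acceptor anti-tag antibodies | times = compound-protein-antibody incubation 4 h at 22.5 °C | signal = TR-FRET, excitation 340 nm, emission 617 and 671 nm | measure = percent inhibition of core106 dimerization signal | controls = wells lacking GST-core106 and wells with excess unlabelled core106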
PP1 counter: PP1-alpha (human) inhibition in PP5 counter-screen. P62136. purified PP1alpha, OMFP fluorescence. inhibition, % at 6.7 µM. hit rate 0.9% among 320,000. AID 2235;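 active = inhibition above the mean inhibition of all tested compounds plus 3 SD, computed separately for each screening campaign, cut at about 15% in these data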
TPT1 inhibitor: C. albicans TPT1 enzyme inhibition; recombinant caTPT1, FP RNA substrate dephosphorylation; inhibition, % at 5 µM; hit rate 0.81% among 300,000; AID 1962;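 active = inhibition above the mean of all tested compounds plus 3 SD, set per screening campaign, cut at about 24% in these data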;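 also: plate controls were DMSO alone for no effect and ferristatin control at 100 nM for full effect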
AHR act: activates the human aryl hydrocarbon receptor; P35869; AHR-responsive luciferase reporter cells, luminescence; activation, % at 5 µM; hit rate 2.5% among 320,000; AID 2796; in the data active = activation above about 47%;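 also: 0% = vehicle wells and 100% = reference agonist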
Target sequence (P35869 whole entry, looked up): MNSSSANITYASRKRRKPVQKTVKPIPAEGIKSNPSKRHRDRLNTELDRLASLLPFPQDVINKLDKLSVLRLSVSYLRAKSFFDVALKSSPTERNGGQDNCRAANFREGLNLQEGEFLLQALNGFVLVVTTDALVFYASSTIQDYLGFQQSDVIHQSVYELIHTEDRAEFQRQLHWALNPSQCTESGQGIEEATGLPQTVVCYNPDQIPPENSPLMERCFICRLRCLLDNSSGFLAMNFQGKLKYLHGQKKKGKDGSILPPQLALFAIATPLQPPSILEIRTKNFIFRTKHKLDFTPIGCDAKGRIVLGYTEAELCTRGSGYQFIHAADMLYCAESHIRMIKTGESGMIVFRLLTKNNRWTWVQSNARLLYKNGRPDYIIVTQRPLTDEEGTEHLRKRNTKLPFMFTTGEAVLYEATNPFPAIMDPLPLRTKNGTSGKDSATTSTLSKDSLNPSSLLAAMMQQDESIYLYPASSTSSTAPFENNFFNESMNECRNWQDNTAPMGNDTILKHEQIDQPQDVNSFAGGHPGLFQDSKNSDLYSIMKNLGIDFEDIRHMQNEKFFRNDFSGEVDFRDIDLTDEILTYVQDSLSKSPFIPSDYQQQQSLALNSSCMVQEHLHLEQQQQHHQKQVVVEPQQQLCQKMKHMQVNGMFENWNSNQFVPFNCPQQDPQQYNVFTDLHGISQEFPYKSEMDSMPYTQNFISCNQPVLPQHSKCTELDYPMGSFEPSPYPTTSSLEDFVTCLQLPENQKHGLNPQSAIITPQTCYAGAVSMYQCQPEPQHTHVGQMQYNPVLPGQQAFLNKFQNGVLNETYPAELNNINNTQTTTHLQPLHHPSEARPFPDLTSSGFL
procasp3 activ: activators of human procaspase-3; recombinant procaspase-3 D3A, Ac-DEVD-pNA absorbance 405 nm; activation, % at 8.5 µM; hit rate 0.11% among 330,000; AID 463141;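 active = activation above the mean of all tested compounds plus 3 SD, cut at about 21% in these data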;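 also: 0% = DMSO alone and 100% = DMSO wells spiked with extra 5 µM PC-3 D3A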
Target sequence (P42574 whole entry D9A/D28A/D175A): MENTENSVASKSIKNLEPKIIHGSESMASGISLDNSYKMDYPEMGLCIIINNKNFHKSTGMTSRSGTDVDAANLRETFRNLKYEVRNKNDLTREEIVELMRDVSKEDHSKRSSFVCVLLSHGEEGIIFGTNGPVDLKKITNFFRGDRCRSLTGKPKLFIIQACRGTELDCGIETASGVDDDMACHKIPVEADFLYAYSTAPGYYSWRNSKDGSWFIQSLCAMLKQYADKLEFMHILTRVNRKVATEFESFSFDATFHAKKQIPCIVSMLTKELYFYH
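Test system: Procaspase-3 D3A mutant, all three cleavage aspartates alanine | Dosing: Single dose, 8.5 µM nominal compound, 0.8% DMSO | Schedule: 1 h preincubation, 2 h reaction | Technique: 405 nm absorbance of p-nitroaniline, reads at 0 and 120 min | Repeats: One well per compound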
The depositor's hits bear a star; . = not tested or not shown. Compounds were not picked by outcome; overall some 5.6% were active at least once.

SMILES	procasp7 counter	CTSL1 counter	PP5 primary	PAFAH2 FP inh	HCV core dimer	PP1 counter	TPT1 inhibitor	AHR act	procasp3 activ
CSc1ccccc1OCc1cc(C(=O)NCc2cccc(C)n2)no1	-2	-1	1.6	3	17	-5	-1	46	-2
COc1ccc(OC(=O)COc2cc(C)ccc2C)cc1	5	-6	-0.1	-1	-1	-2	-4	0	3
CSCC[C@H](NC(=O)N1CCn2c1nc1ccccc12)C(=O)N1CCCCC1	-5	-2	1.2	5	2	-1	1	5	9
Clc1ccc(OCCNCCc2ccccc2)cc1	9	-1	1.1	-3	-2	-6	-2	0	4
CCN(C(=O)COC(=O)Cc1c[nH]c2ccccc12)c1c(N)n(Cc2ccccc2)c(=O)[nH]c1=O	-3	3	2.5	3	-2	-8	3	23	-2
O=C(CN1C(=O)COc2ccc(S(=O)(=O)N3CCCC3)cc21)N1CCCC1	0	-1	3.8	1	5	-1	-3	0	1
CCC(=O)Nc1ccc(C(=O)NNC(=O)c2cc([N+](=O)[O-])cc([N+](=O)[O-])c2)cc1	-5	7	-9.4	9	-2	8	0	5	-5
C=CCn1cc(C(=O)NCC2CCCO2)c(=O)c2cc(S(=O)(=O)N3CCCCCC3)ccc21 (stereo not drawn)	4	-5	0.8	15	1	0	-6	1	-12
CC(=O)/C(C#N)=C1\NC(=O)C(Cc2ccccc2C)S1 (stereo not drawn)	-11	0	0.1	.	-1	-2	-2	19	-2
Cc1ccccc1NC(=O)CSc1nc(N2CCCCC2)nc(N2CCCCC2)n1	-1	2	-0.5	-8	-2	-5	-1	-1	-3
O=C(NC1CC1)C1=C[C@H](c2csc3ccccc23)C[C@H](OCCCCO)O1	-4	-1	1.5	0	12	-4	-5	9	8
CC(NC(=O)COC(=O)COc1ccc(C(=O)c2ccccc2)cc1)c1ccccc1 (stereo not drawn)	4	.	0.6	0	.	0	.	-1	0
COc1ccc(O)c(/C=C2/SC(=S)N(Cc3ccccc3)C2=O)c1	-35	3	2.5	2	-18	0	93*	3	-22
O=C(CCC(=O)N1CCOc2ccccc21)NCCN1CCOCC1	8	-1	2.1	5	7	-1	4	-1	2
COc1ccc(N2CCN(C(=O)CN3CCN(C(c4ccccc4)c4ccccc4)CC3)CC2)cc1	7	-3	4.4	3	5	4	-2	-4	2
COC(=O)C1CCN(c2ccc([N+](=O)[O-])cc2[N+](=O)[O-])CC1	-5	2	1.0	1	-7	0	-2	1	2
O=C(NCCCNC(=O)c1ccccn1)c1cccc(F)c1	-6	0	-3.3	-2	10	-4	1	0	4
Cc1c(Cl)c(C(F)(F)F)nn1CC(=O)NN	10	-1	-0.4	2	9	-2	-2	8	1
Nc1cc(C(=O)O)ccc1Sc1ccccc1C(=O)O	-6	4	3.5	1	-2	-3	-4	0	-7
Cn1nnnc1SCCNCc1cccnc1	2	2	0.4	3	-1	1	0	-2	-3
CN1C(=O)C2C=CC1C1C(=O)N(c3ccccc3)C(=O)C21 (stereo not drawn)	7	1	2.4	11	-4	0	0	-3	6
COc1cc(/C=N/NC(=O)CSc2ccccn2)ccc1OC(C)C	3	3	0.2	.	0	-1	1	1	2
O=C(Cn1cccc1C(=O)c1ccccc1)NCc1ccco1	-2	7	1.1	0	-1	-4	-1	2	8
COc1ccc(CC(=O)OCC(=O)NCc2ccccc2Cl)cc1OC	-1	-4	3.1	18	2	5	-2	-2	-1
COC(=O)c1cc(NC(=O)c2c(Cl)cnn2C)cc(C(=O)OC)c1	-4	2	0.9	-1	-1	-1	-1	0	6

Next section:
SMILES	procasp7 counter	CTSL1 counter	PP5 primary	PAFAH2 FP inh	HCV core dimer	PP1 counter	TPT1 inhibitor	AHR act	procasp3 activ
C/C=C\C(=O)Nc1cccc(C2=NOC3(C2)C[C@H](C(N)=O)N(C(=O)[C@H]2CCC(=O)N2)C3)c1 (stereo partly drawn)	7	-1	0.1	.	1	1	-2	-2	7
OCCNCCSc1ccc(Cl)cc1	-9	-7	1.0	2	-3	-7	4	2	-1
Cc1ccc(C(=O)ON=C2CCN(S(=O)(=O)c3ccccc3)CC2)cc1	0	7	0.4	90*	10	-1	2	1	-1
CC1(C)Cc2c(C#N)c(SCCO)nc(N3CCOCC3)c2CO1	10	2	-1.6	-5	7	-4	0	0	1
Cc1ccc(NC(=O)COC(=O)Cn2cnc3c2c(=O)n(C)c(=O)n3C)cc1	2	.	.	7	.	.	.	2	8
Cc1ccc(C(=O)CSc2nnc3c4ccccc4nc(Cc4ccccc4)n23)cc1	7	0	0.9	0	-10	1	-4	6	9
Cc1cccc(NC(=O)c2ccc([N+](=O)[O-])cc2Cl)n1	-2	-1	0.0	7	-10	-1	0	7	-2
COc1cccc(N2CCN(C(=O)CCS(=O)(=O)c3ccc4c(c3)oc(=O)n4C)CC2)c1	7	-12	3.1	2	12	5	0	2	-1
O=C(Cc1ccccc1)N/N=C/c1cccnc1	1	0	0.3	-1	3	-5	-4	2	2
CCN1CCN(c2cc(C)c3cc(NC(=O)c4ccncc4)ccc3n2)CC1	4	-3	-1.0	1	-3	1	-2	-1	6
Cc1nc2c(C(=O)NCc3ccc(F)cc3)c[nH]n2c(=O)c1Cl	-3	5	5.7	9	10	6	-3	0	6
CN(CC(=O)Nc1ccccc1Cl)C(=O)c1ccccc1Sc1ccccc1C#N	3	-1	0.7	2	-2	-3	-1	3	4
O=C(COC(=O)/C=C/c1cccc(Br)c1)NC1CCCCC1	-12	.	0.3	23	.	-2	.	1	7
CCOC(=O)C1=NN(c2ccccc2)C2=NC(C)=C(C(=O)OC)C(c3cccs3)N12 (stereo not drawn)	2	4	2.7	-4	0	-1	-4	-6	8
Cc1cccc(NC(=O)CN(C)S(=O)(=O)c2cccs2)c1	2	-2	1.7	3	-4	0	0	11	1
O=C(CSc1nncc(=O)[nH]1)NC1CCCCC1	5	1	2.5	1	0	0	1	1	-4
Cc1ccc(C(=O)Nc2ccc(Oc3ccc(C(=O)O)c(C(=O)O)c3)cc2)cc1C	-1	4	3.8	-5	-1	4	-6	2	1
O=C1C(Cl)=C(N2CCCCCC2)C(=O)N1c1ccc(Br)cc1	-10	7	2.6	-1	12	2	2	16	1
COc1c(Cl)cc(Cl)cc1CNCc1ccccc1	-7	7	-1.0	7	10	-2	-1	4	16
O=C(NCCN1CCN(c2ccccc2)CC1)C1CCCN(S(=O)(=O)c2cnc[nH]2)C1 (stereo not drawn)	1	0	3.2	0	1	-1	-1	1	-12
CCCCC(CC)CNC(=O)Cn1c(=S)[nH]c2ncccc2c1=O (stereo not drawn)	11	1	-0.7	.	-3	-3	0	1	1
CCOC(=O)CSc1nc2cc(C(=O)NCC3CCCO3)ccc2c(=O)n1Cc1ccco1 (stereo not drawn)	11	5	-1.8	6	4	-1	2	1	4
Cc1ccc(S(=O)(=O)NC(=O)Nc2nc(-c3ccc(F)c(F)c3)cs2)cc1	6	0	0.3	-5	-3	-6	-1	1	6
COc1cc(/C=C2\SC(=S)N(CCC(=O)NC3CCCC3)C2=O)cc(OC)c1OC	-17	2	0.3	-9	5	0	3	-1	-3
OC(Cn1cnnc1)c1ccccc1 (stereo not drawn)	1	0	1.9	7	-2	-1	0	-1	11

PAFAH2 FP inh: what is marked active above
SMILES | PP5 primary | PAFAH2 FP inh | HCV core dimer | TPT1 inhibitor | AHR act | procasp3 activ
Cc1ccc(C(=O)ON=C2CCN(S(=O)(=O)c3ccccc3)CC2)cc1 | 0.4 | 90* | 10 | 2 | 1 | -1

Additional results follow.
SMILES	procasp7 counter	CTSL1 counter	PP5 primary	PAFAH2 FP inh	HCV core dimer	PP1 counter	TPT1 inhibitor	AHR act	procasp3 activ
O=C(CN1CCC(NC(=O)Nc2ccccc2)CC1)Nc1cccc([N+](=O)[O-])c1	7	-1	0.6	9	3	-6	-3	-1	10
Cc1cc(C)c(C#N)c(SCc2[nH]nc3c2C(c2ccc(F)cc2)C(C#N)=C(N)O3)n1 (stereo not drawn)	-13	-2	1.9	-7	8	3	4	5	-10
COc1nc(N=C(N)N)nc2ccc(C)cc12	-5	0	-0.4	.	-3	-3	11	5	-3
NC(=O)C1CCN(c2ncc(C(F)(F)F)cc2Cl)CC1	7	-2	3.5	0	5	0	-5	-4	-8
O=C(CN(C(=O)CNS(=O)(=O)c1ccccc1)C1CCCC1)NCC1CCCO1 (stereo not drawn)	7	0	-1.0	5	0	0	1	1	7
CCC(=NCc1ccc(Cl)c(Cl)c1)c1nc(-c2ccco2)oc1O	-3	-1	7.0	0	-3	5	1	0	1
Cc1ccc(CN2CCNC(=O)C2CC(=O)NCC(F)(F)F)o1 (stereo not drawn)	-4	8	-1.1	-9	-3	-5	-6	0	-8
CN1CCN(c2cnn(-c3ccccc3)c(=O)c2Br)CC1	-2	-2	0.8	-1	1	3	-1	1	-5
OCC12COC(c3ccccc3)N1C(c1ccccc1)OC2 (stereo not drawn)	1	-2	1.5	-6	-3	-7	6	4	0
O=C(NCc1ccccc1F)C1CCN(S(=O)(=O)c2ccccc2)CC1	-5	1	3.1	7	-3	3	-1	-1	5
CCC(C)(C)NC(=O)C(c1ccc(F)cc1)N(Cc1ccco1)C(=O)CCC(=O)Nc1ccccn1 (stereo not drawn)	-5	-6	3.2	-1	8	-8	-9	4	-6
CCOn1c(=O)c(-c2cccc([N+](=O)[O-])c2)[n+]([O-])c2ccccc21	2	-2	3.2	2	-3	-5	3	10	-3
N#C/C(=C\C1CC2C=CC1C2)c1nc2ccccc2[nH]1 (stereo not drawn)	7	-1	0.2	5	0	0	3	30	0
O=C(NCc1ccccc1)c1cccc(NC(=O)c2ccco2)c1	16	0	0.4	1	2	-4	1	3	-3
CCC(C)(C(=O)NC1CCCCC1)N(C)C(=O)c1ccc2c(c1)OCO2 (stereo not drawn)	-2	1	0.9	9	-4	3	0	0	5
CC(C)CCN1C(=O)c2ccc(C(=O)Nc3cccc(S(N)(=O)=O)c3)cc2C1=O	-2	3	4.0	-1	-4	1	4	7	-1
O=C1NC[C@H](CC2CCCCC2)N(CCc2cccc(F)c2)C1=O	5	-2	-1.4	3	-5	-8	-3	-1	3
Cc1ccc(C)c(OCCC(=O)OCC(=O)NCc2ccccc2)c1	8	-20	-1.1	0	-1	-2	2	-2	5
COCCn1cc(C(=O)N2CCCC(C)C2)c2c3ccccc3n(C)c2c1=O (stereo not drawn)	11	3	3.6	7	2	-2	2	1	1
O=C(O)CC(Cc1ccc(Br)cc1)C(=O)O (stereo not drawn)	8	0	-0.1	-2	1	2	-1	0	5
CCc1ccc2[nH]c(=O)c(CN(CCN(CC)CC)C(=S)NCc3ccco3)cc2c1	10	-4	-0.9	5	4	5	2	6	-1

Single values from the results shown.
For AHR act, CN1CCN(c2cnn(-c3ccccc3)c(=O)c2Br)CC1 has 1
For CTSL1 counter, COc1nc(N=C(N)N)nc2ccc(C)cc12 has 0
For TPT1 inhibitor, CCOn1c(=O)c(-c2cccc([N+](=O)[O-])c2)[n+]([O-])c2ccccc21 has 3
For CTSL1 counter, O=C1NC[C@H](CC2CCCCC2)N(CCc2cccc(F)c2)C1=O has -2
For PAFAH2 FP inh, COCCn1cc(C(=O)N2CCCC(C)C2)c2c3ccccc3n(C)c2c1=O (stereo not drawn) has 7

High-throughput results as filed in PubChem.
